High-throughput results: PubChem BioAssay, National Center for Advancing Translational Sciences (NCATS)
12-LOX inh – ALOX12 (human) lipoxygenase inhibition | P18054 | purified 12hLO, xylenol orange hydroperoxide absorbance | Potency, µM (highest dose often 108 µM), without a hit: top-dose activity change, negative = inhibition, actives largely listed as inhibitors | 580,000 tested, 1.1% active; further: on the % scale 0 is the no-effect control and ±100 the full control effect
Target sequence (P18054 whole entry, looked up): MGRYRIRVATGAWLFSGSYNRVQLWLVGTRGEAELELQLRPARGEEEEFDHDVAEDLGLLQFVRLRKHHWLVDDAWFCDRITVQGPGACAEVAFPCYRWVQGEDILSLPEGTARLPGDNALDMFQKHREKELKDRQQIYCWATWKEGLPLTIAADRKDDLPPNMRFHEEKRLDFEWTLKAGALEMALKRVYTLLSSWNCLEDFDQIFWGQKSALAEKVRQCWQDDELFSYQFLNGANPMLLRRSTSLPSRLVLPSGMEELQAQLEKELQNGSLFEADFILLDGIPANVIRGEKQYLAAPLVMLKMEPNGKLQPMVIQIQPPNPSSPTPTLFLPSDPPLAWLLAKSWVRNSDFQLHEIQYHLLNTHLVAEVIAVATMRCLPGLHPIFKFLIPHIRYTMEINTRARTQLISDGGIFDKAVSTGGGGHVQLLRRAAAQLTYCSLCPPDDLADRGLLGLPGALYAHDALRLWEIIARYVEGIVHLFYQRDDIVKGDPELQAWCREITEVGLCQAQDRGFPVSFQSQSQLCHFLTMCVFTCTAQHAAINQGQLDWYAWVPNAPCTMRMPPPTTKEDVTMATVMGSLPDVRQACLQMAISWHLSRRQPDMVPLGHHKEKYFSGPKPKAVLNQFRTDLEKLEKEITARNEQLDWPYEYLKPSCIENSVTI
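Purified human 12hLO at 150 nM in 25 mM Hepes, 0.01% Triton X-100, pH 7.0, preincubated 15 min at room temperature with compound. Reaction started with 40 uM arachidonic acid, 30 min at room temperature. Hydroperoxide measured by Fe-xylenol orange, 573/405 nm absorbance ratio.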
Vif-APOBEC3F blk – inhibitors of Vif-A3F interaction; 390,000 tested, 0.2% active; Potency, µM (doses to about 46.1 µM), for the others: at the highest dose activity, negative = active; HeLa A3F-eYFP + Vif (tagged APOBEC3F with the HIV-1 protein that degrades it), YFP fluorescence increase; further: % of control where 0% means no effect; nearly all actives have a fitted effect of over 65% in size
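Fluorescence increase (Ex 488/Em 500-530) after overnight compound treatment at 37 deg C flags inhibition of Vif-driven A3F-eYFP loss in stable HeLa A3F-eYFP/Vif cells seeded overnight beforehand.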
TrxR1 substrate – rat thioredoxin reductase 1 substrate activity. O89049. purified TrxR1 substrate turnover, NADPH consumption readout. Potency, µM (titrated, usually from 114 µM), inactives show at the top dose activity change, negative = substrate turnover. 390,000 tested, 0.01% active. AID 588456; further: on the % scale 0 is the no-effect control and ±100 the full control effect; nearly all actives have a fitted effect of over 50% in size
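Rat TrxR1, dispensed at 90 nM, was prereduced with 400 uM NADPH (final) for 5 min at ~22 deg C, then incubated with compound 15 min before 400 uM selenite. A first-read NADPH fluorescence drop versus no-compound background flagged substrates.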
USP1-UAF1 inh – inhibitors of human USP1/UAF1 deubiquitinase; O94782; recombinant USP1/UAF1, Ub-Rhodamine cleavage fluorescence; Potency, µM (series often up to 57.1 µM), for the others: at the top dose activity change, negative = inhibition, actives largely listed as inhibitors; 390,000 tested, 0.23% active; further: on the % scale 0 is the no-effect control and ±100 the full control effect; nearly all actives have a fitted effect of over 60% in size; inactives centre near -12
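USP1/UAF1 complex (1 nM) preincubated 15 min at room temperature with compound, then Ub-Rho substrate (150 nM final) added. Kinetic fluorescence at 480/540 nm over 6 reads at 60 s intervals; 50 mM HEPES pH 7.8, 0.5 mM EDTA, 0.1 mg/ml BSA, 1 mM TCEP, 0.01% Tween-20.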
IDH1 R132H inh – inhibitors of human mutant IDH1 R132H; 390,000 tested, 0.093% active; Potency, µM (top dose mostly 76.6 µM), for inactives: at the highest dose activity change, negative = inhibition, most hits filed as inhibitors; AID 602179; IDH1-R132H enzyme, NADPH consumption, diaphorase/resazurin fluorescence; O75874; further: on the % scale 0 is the no-effect control and ±100 the full control effect; nearly all actives have a fitted effect of over 65% in size
Target sequence (O75874 whole entry R132H, stated change not applied): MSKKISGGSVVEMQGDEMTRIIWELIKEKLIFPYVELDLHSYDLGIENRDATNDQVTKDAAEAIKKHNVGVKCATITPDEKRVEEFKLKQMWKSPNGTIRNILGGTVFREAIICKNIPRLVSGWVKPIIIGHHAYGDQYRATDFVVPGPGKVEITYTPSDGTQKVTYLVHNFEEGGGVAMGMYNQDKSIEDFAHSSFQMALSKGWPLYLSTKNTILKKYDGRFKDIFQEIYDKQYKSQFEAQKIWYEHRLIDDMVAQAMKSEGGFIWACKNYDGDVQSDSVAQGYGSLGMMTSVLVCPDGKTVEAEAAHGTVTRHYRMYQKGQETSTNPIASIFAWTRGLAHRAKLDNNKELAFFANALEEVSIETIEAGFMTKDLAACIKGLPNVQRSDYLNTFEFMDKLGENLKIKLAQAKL
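IDH1-R132H (0.5 ug/mL) preincubated 30 min with compound, then NADPH (0.016 mM) and alpha-KG (2 mM) added; 80 min at RT, pH 7.5. Remaining NADPH coupled via diaphorase/resazurin to fluorescence (540/590 nm); concentration-response curves normalized to no-enzyme control.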
RGS4 inhibitor – human RGS4 inhibition. P49798. Transcreener GDP fluorescence polarization, RGS4-accelerated GTP hydrolysis. Potency, µM (titrated, usually from 114 µM), for the others: at the top dose activity change, negative = inhibition, actives largely listed as inhibitors. 390,000 tested, 0.039% active; further: on the % scale 0 is the no-effect control and ±100 the full control effect; nearly all actives have a fitted effect of over 75% in size; some results filed as inactive show a strong effect at the top dose
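MLSMR compounds (23 nl, pin-transferred) preincubated 10 min at room temperature with a 500nM (2x) first reagent, then RGS4 at 900nM (2x) plus Transcreener GDP mix added; fluorescence polarization (620/688 nm) read before and after 90 min at 30 °C.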
Vif-A3G inh – inhibitors of Vif-APOBEC3G interaction; HeLa A3G-eYFP + Vif (tagged APOBEC3G with the HIV-1 protein that degrades it), YFP fluorescence, overnight; Potency, µM (top dose mostly 46.1 µM), without a hit: at the highest dose activity, negative = active, hits mostly inhibitors; 410,000 tested, 0.076% active; AID 602310;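 further: on the % scale 0 is the no-effect control and ±100 the full control effect; nearly all actives have a fitted effect of over 60% in size; hits raise eYFP signal because A3G escapes Vif-driven loss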
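HeLa cells stably expressing Vif and C-terminally eYFP-tagged A3G, seeded overnight at 37 deg C, then exposed to compound by pintool overnight at 37 deg C. Rise in yellow fluorescence (Ex 488/Em 500-530, Acumen) marks blocked Vif-driven A3G degradation.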
RXFP1 ag – RXFP1 (human) receptor agonism. Q9HBX9. HEK293T-RXFP1 cAMP TR-FRET, 30 min; response scale: percent of porcine relaxin response, buffer zero. Potency, µM (doses to about 57.5 µM), for the others: at the top dose activation, usual class: activators. 370,000 tested, 0.3% active; further: on the % scale 0 is the no-effect control and ±100 the full control effect; nearly all actives have a fitted effect of over 60% in size; many of its hits are not listed in these tables
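cAMP rise read by TR-FRET after 30 min, 37C compound exposure (up to 58 uM) in RXFP1-transfected HEK293 cells with Ro 20174 present. EC50 from Hill-equation fits, with 29 nM porcine relaxin as 100% and buffer as basal.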
TrxR1 inh – inhibitors of rat thioredoxin reductase 1. O89049. recombinant rTrxR1, NADPH fluorescence consumption, selenite substrate. Potency, µM (highest dose often 114 µM), inactives show at the top dose activity change, negative = inhibition, hits mostly inhibitors. 390,000 tested, 1% active; further: on the % scale 0 is the no-effect control and ±100 the full control effect; nearly all actives have a fitted effect of over 65% in size
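Rat TrxR1 (90 nM in the dispensed reagent) was pre-reduced with 400 uM NADPH for 5 min at room temperature, then incubated with compound for 15 min. After 400 uM selenite was added, NADPH fluorescence (Ex 340/Em 450 nm) was followed for 8 min.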
Starred values were filed as active, the others as inactive; ? = inconclusive; / = no result given; [ ] = dose if it differs, or a comment. The call rests on the fitted dose curve; in most records, active means well fitted curve in the direction sought with a large enough effect; inconclusive means small, poorly fitted or top-dose-only effect, or another doubt; inactive means no such curve, though single readings can be large; an effect the other way counts as inactive or inconclusive. Potency means the concentration at half of the fitted maximal effect.

SMILES | 12-LOX inh | Vif-APOBEC3F blk | TrxR1 substrate | USP1-UAF1 inh | IDH1 R132H inh | RGS4 inhibitor | Vif-A3G inh | RXFP1 ag | TrxR1 inh
Cc1ccc(S(=O)(=O)N(C)CC(=O)OCC(=O)NC(=O)Nc2ccc3c(c2)OCCO3)cc1 | -8% | 5% | -3% | -21% | 1% | ? | 0% | 2.6% | 10%
CCCOc1ccc(C(=O)Nc2nonc2-c2ccc(OCC)cc2)cc1 | 0% | -1% | -6% | -21% | 5% | 31% | 5% | -2.4% | 7%
Cc1cc(NCc2ccccc2)c2ccccc2n1 | 29% | -11% | -3% | -21% | 2% | -14% | 6% | -0.6% | 7%
O=C(NCCS(=O)(=O)N1CCN(c2ccc(F)cc2)CC1)C(c1ccccc1)c1ccccc1 | 2% | -6% | -8%[57.1 µM] | -19% | -17% | 7% | 3% | -0.4% | 2%[57.1 µM]
CC(=O)N1CCc2cc(S(=O)(=O)CCC(=O)NCc3cccs3)ccc21 | 0% | 9% | -4%[57.1 µM] | -3% | -7% | 17% | 1% | -2.2% | 7%
Nc1ccccc1C(=O)NCCCN1CCOCC1 | -4% | 2% | 30%[activator][57.1 µM] | -2% | 16% | 12% | 3% | 0.0% | 9%[57.1 µM]
CCc1nnc(NC(=O)c2c(-c3ccccc3)noc2C)s1 | 9% | 2% | 5% | -7% | 8% | 15% | 0% | 2.0% | 33%[activator]
CCOC(=O)CNC(=O)CSc1nnnn1-c1ccc(C)c(C)c1 | 404%[activator] | 0% | 14% | 5% | -4% | -18% | -7% | 1.2% | -5%
NC1=NC[C@H](Cc2ccc(O)cc2)N1CC1CCCCC1 | -18% | -5% | 8%[57.1 µM] | -21% | 1% | 8% | -4% | 0.0% | 10%[57.1 µM]
CCCc1ccc(OC(=O)c2ccc(O)cc2Cl)cc1 | -14% | 15% | 5% | -14% | 0% | -4% | -12% | -0.2% | 28%
CCOC(=O)C(=Cc1c[nH]c2ccc(S(=O)(=O)N(C)C)cc12)C(=O)OCC | -21% | -8% | -10% | -3% | 7% | -2% | ? | 4.2% | -35%
Cc1[nH]n(C)c(=O)c1N=Nc1ccc(S(C)(=O)=O)cc1 | 6.3µM* | 4% | -2%[57.1 µM] | -11% | 6% | -10% | -2% | 18% | -11%[57.1 µM]
O=C(NCCCN1CCOCC1)C(=O)NCc1ccccc1 | 15% | -10% | 2%[57.1 µM] | 1% | -9% | 7% | 2% | -0.8% | -2%[57.1 µM]
COc1ccc(CCNC(=O)C2CCN(S(=O)(=O)c3ccc(SC)cc3)CC2)cc1 | 7% | 1% | -1% | -9% | -3% | 13% | 1% | -1.0% | 6%
CC(C)OCCCNc1nc(Cl)nc2c1cnn2C | 9% | 7% | -12% | -2% | 0% | 2% | 0% | / | 13%[57.1 µM]
Cc1cc(NC(=O)COC(=O)c2cccc(S(=O)(=O)N(C)C3CCCCC3)c2)no1 | -4% | 16% | 1% | -15% | 4% | 8% | -8% | -2.6% | 9%
CCCNC(=O)CCn1cc(-c2ccc(OC)cc2)nc1-c1ccncc1 | -5% | -4% | 15%[57.1 µM] | -20% | -4% | -5% | 0% | 0.4% | 32%[57.1 µM]
COc1ccc(-c2cc(=O)oc3cc(OCC(=O)NCCCn4ccnc4)ccc23)cc1 | 13% | -1% | 2% | -25% | -4% | -22% | -5% | -1.8% | 4%
NC(=O)c1ccc(N=Cc2ccc([N+](=O)[O-])s2)cc1 | -15% | 2% | ? | 10µM* | 0% | -30% | -12% | 0.4% | ?
CC(=O)Nc1ccc2nc(C)n(Cc3ccc(Cl)cc3)c(=O)c2c1 | 0% | 4% | 2%[11.4 µM] | -11% | 0% | -8%[11.4 µM] | 0% | -1.3% | 1%[11.4 µM]
COc1cccc(CC(=O)OCC(=O)NC2CCCC2)c1 | 12% | -5% | 0% | -5% | 3% | 5% | -2% | -1.4% | 13%
Cc1ccc(-n2nnc3c(=O)n(Cc4cc(C)ccc4C)cnc32)cc1 | 0% | -1% | -4%[57.1 µM] | -1% | 0% | 19% | 1% | 1.3% | 15%
COCCn1c(=S)[nH]c2cc(C(=O)NCc3ccc(F)cc3)ccc2c1=O | 11% | -6% | / | -17% | 1% | / | 1% | / | /
CC(C)C(=O)NC(=S)Nc1ccc(S(=O)(=O)N(C)C)cc1 | -22% | -2% | -10% | -1% | 2% | -7% | -2% | 2.2% | 4%[57.1 µM]
CCCCn1c(N)c(N(CC(C)C)C(=O)c2ccc(OCc3c(C)noc3C)cc2)c(=O)[nH]c1=O | 6% | -9% | -4% | -17% | 3% | 9% | 1% | 0.6% | 1%
N#CCN1CCC2(O)CCCCC2C1c1ccc2c(c1)OCO2 (configuration not stated) | 0% | 4% | 7% | -8% | 16% | 0% | 2% | 3.1% | 19%[57.1 µM]
COCCNC(=O)CCn1c(=O)c2cc(OC)c(OC)cc2n(CC(=O)Nc2ccc(F)c(Cl)c2)c1=O | ? | 0% | 14% | 8% | -19% | 5% | 3% | -0.8% | 9%
O=C(CN1C(=O)NC2(CCOc3ccccc32)C1=O)c1ccc(F)c(F)c1 (configuration not stated) | -10% | 3% | -8% | -3% | -10% | -9% | 0% | -0.2% | -1%[57.1 µM]
CC(Oc1cccc(F)c1)c1ccnc2nc(/N=C/N(C)C)nn12 (configuration not stated) | -13% | 2% | 14%[57.1 µM] | -6% | 10% | ? | -1% | 4.2% | 7%[57.1 µM]
CN1/C(=C\C(=O)Nc2cccnc2)c2ccccc2CC1(C)C | 1% | 2% | 4% | -18% | 0% | -12% | -9% | -0.1% | -29%

Sorted by the number under TrxR1 inh (smallest number first): five from the list above
Molecule	TrxR1 inh
CCOC(=O)C(=Cc1c[nH]c2ccc(S(=O)(=O)N(C)C)cc12)C(=O)OCC	-35%
COc1ccc(-c2cc(=O)oc3cc(OCC(=O)NCCCn4ccnc4)ccc23)cc1	4%
COc1ccc(CCNC(=O)C2CCN(S(=O)(=O)c3ccc(SC)cc3)CC2)cc1	6%
CC(=O)N1CCc2cc(S(=O)(=O)CCC(=O)NCc3cccs3)ccc21	7%
CCCc1ccc(OC(=O)c2ccc(O)cc2Cl)cc1	28%

Full records, looked up by structure. Order of screens: 12-LOX inh | Vif-APOBEC3F blk | TrxR1 substrate | USP1-UAF1 inh | IDH1 R132H inh | RGS4 inhibitor | Vif-A3G inh | RXFP1 ag | TrxR1 inh
Profile of CC(C)C(=O)NC(=S)Nc1ccc(S(=O)(=O)N(C)C)cc1 → -22% | -2% | -10% | -1% | 2% | -7% | -2% | 2.2% | 4%[57.1 µM]
Profile of N#CCN1CCC2(O)CCCCC2C1c1ccc2c(c1)OCO2 (configuration not stated) → 0% | 4% | 7% | -8% | 16% | 0% | 2% | 3.1% | 19%[57.1 µM]

More entries follow.
SMILES | 12-LOX inh | Vif-APOBEC3F blk | TrxR1 substrate | USP1-UAF1 inh | IDH1 R132H inh | RGS4 inhibitor | Vif-A3G inh | RXFP1 ag | TrxR1 inh
CCc1ccc(NC(=O)CSc2nc(N)c(NC(=O)c3ccc(F)c(F)c3)c(=O)[nH]2)cc1 | -11% | 1% | -6% | -14% | -4% | 16% | 1% | -1.0% | ?
O=C(CN(c1cc(C(F)(F)F)ccc1Cl)S(=O)(=O)c1ccccc1)NCCc1ccccc1 | ? | 9% | 5% | -32% | 2% | -25% | -1% | 4.1% | 2%
O=C(Nc1cccc(N2C(=O)C3C4C=CC(C4)C3C2=O)c1)c1cccs1 (configuration not stated) | 58%[activator] | 7% | -4% | -18% | 0% | 6% | 0% | -0.3% | 20%
CCC(C)NC(=O)C1CCN(S(=O)(=O)N2CCC3(CC2)OCCO3)CC1 (configuration not stated) | 1% | -6% | 2% | -16% | -4% | -22%[56.9 µM] | 1% | -2.2% | 16%
O=C(CSc1nnc(-c2ccccn2)o1)Nc1ccccc1F | -2% | 5% | 1% | -18% | -7% | 15% | 1% | -0.2% | 6%
O=C(NNS(=O)(=O)c1ccc(F)cc1)c1ccc(O)cc1 | -2% | -8% | 0% | -5% | 0% | 8% | -1% | 0.0% | 8%
O=C(c1nc2ccc(Cl)cn2c1CN1CCCC1)N1CCc2ccccc2C1 | 29% | -19% | 0% | -25% | -16% | -19% | 2% | 0.2% | ?
COc1ccccc1C/C(N)=N/OC(=O)COc1ccc2ccccc2c1 | 16% | -1% | -5% | -16% | 4% | -16% | 0% | 0.8% | 20%
NC1=NC(=O)NC1(c1ccccc1)c1ccccc1 | -16% | 14% | 1%[11.4 µM] | -4% | -3% | 2% | 0% | / | -11%[11.4 µM]
COc1ccccc1NS(=O)(=O)c1cc(C(=O)NCC(c2ccco2)N2CCCCC2)ccc1C (configuration not stated) | 17% | -16% | 0% | -1% | -1% | 10% | -1% | 0.2% | -15%
COc1cc(/C=C/C(=O)OCC(=O)NCCc2ccc(F)cc2)ccc1OC(F)F | 13% | 1% | -1% | -22% | 8% | -6% | 2% | / | 1%

A portion of the library; rates above refer to the full screens.
